ZTA DNA inh: counter-screen for EBNA-1 inhibitors: inhibitors of Epstein-Barr virus ZTA; ZTA-DNA binding, fluorescence polarization; P03206; inhibition, % at 11 µM; AID 2234; actives 0.15% (n = 320,000); in the data active = inhibition above about 33%
PAD4 inh: human PAD4 inhibitors, primary screen, biochemical, fluorescence polarization, 1536-well format. Protein-arginine deiminase type-4 (Homo sapiens), Q9UM07. recombinant PAD4, RCA probe fluorescence polarization. inhibition, % at 6.36 µM. actives 0.41% (n = 330,000). AID 485272, 2010;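 active = percent inhibition above a cutoff equal to the mean of all tested compounds plus 3 SD, cut at about 15% in these data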;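 also: 0% = PAD4 with RCA probe and DMSO and 100% = probe without PAD4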
GSTO1 inh: inhibitors of recombinant GSTO1, primary screen, counter-screen for RBBP9 inhibitor project, biochemical, fluorescence polarization; inhibition, % at 5.96 µM; AID 1974, 2009; actives 1.1% (n = 300,000); activity-based probe fluorescence polarization; Glutathione S-transferase omega-1 (Homo sapiens), P78417;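 active = inhibition above the campaign mean inhibition plus 3 SD, cut at about 35% in these data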;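 also: 0% = GSTO1-1 with DMSO and 100% = wells lacking GSTO1-1 enzyme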
Target sequence (P78417 whole entry, looked up): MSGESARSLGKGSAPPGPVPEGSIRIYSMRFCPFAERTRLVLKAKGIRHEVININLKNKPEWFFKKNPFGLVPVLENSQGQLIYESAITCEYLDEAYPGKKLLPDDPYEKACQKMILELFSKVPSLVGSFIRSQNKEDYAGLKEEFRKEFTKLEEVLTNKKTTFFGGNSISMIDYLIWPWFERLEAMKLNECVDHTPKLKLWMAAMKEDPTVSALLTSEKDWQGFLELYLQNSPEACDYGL
LYPLA2 inh: LYPLA2 inhibitors, primary screen, counter-screen for PME1 inhibitor project, biochemical, fluorescence polarization, FP-Rh probe ABPP | recombinant LYPLA2 | inhibition, % at 5.9 µM | actives 0.38% (n = 320,000) | AID 2177, 2009;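 active = inhibition above the screen-wide mean plus 3 SD, limit set per campaign, cut at about 26% in these data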;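 also: 0% = LYPLA2 with DMSO and 100% = wells lacking LYPLA2 enzyme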
PAFAH2 inh: PAFAH2 enzyme inhibitors, primary screen, biochemical, fluorescence polarization, human; inhibition, % at 3.39 µM; Platelet-activating factor acetylhydrolase 2, cytoplasmic (Homo sapiens), Q99487; AID 492956, 2010; recombinant PAFAH2, FP-rhodamine activity probe; actives 0.99% (n = 340,000);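 active = inhibition above the mean over all tested compounds plus 3 SD, cut at about 30% in these data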;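 also: inhibitors block probe labeling of enzyme so polarization drops; 0% = enzyme with DMSO and 100% = wells lacking PAFAH2 protein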
LYPLA1 inh: LYPLA1 inhibitors, primary screen, counter-screen for PME1 inhibitor project, biochemical, fluorescence polarization, FP-Rh probe ABPP; Acyl-protein thioesterase 1 (Homo sapiens), O75608; recombinant LYPLA1; inhibition, % at 5.9 µM; actives 0.16% (n = 320,000); AID 2174, 2009;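 active = inhibition above the mean of all tested compounds plus 3 SD, set per campaign, cut at about 14% in these data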;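 also: inhibitors block serine hydrolase probe labeling of LYPLA1 so polarization falls; 0% = enzyme with DMSO and 100% = wells lacking LYPLA1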
EBNA-1 inhibitor: EBNA-1 DNA-binding inhibitors, primary screen, biochemical, fluorescence polarization | inhibition, % at 14.8 µM | actives 0.34% (n = 300,000) | AID 1950, 2009; in the data active = inhibition above about 28%
PAFAH1B3 inh: PAFAH1B3 enzyme inhibitors, primary screen, biochemical, fluorescence polarization, human. actives 0.28% (n = 340,000). Platelet-activating factor acetylhydrolase IB subunit alpha1 (Homo sapiens), Q15102. inhibition, % at 3.39 µM. recombinant PAFAH1B3, FP-rhodamine probe. AID 492972, 2010;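 active = inhibition above the screen-wide average of all tested compounds plus 3 SD, cut at about 25% in these data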;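 also: 0% = enzyme with DMSO only and 100% = wells lacking PAFAH1B3 protein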
PREPL inhibitor: PREPL enzyme inhibitors, primary screen, biochemical, fluorescence polarization | recombinant PREPL, fluorescence polarization activity-based probe | inhibition, % at 5.96 µM | actives 0.68% (n = 320,000); in the data active = inhibition above about 43%;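 also: 0% = enzyme with DMSO and 100% = wells lacking enzyme; many of its hits are not listed in these tables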
Target sequence (Q4J6C6 whole entry, looked up): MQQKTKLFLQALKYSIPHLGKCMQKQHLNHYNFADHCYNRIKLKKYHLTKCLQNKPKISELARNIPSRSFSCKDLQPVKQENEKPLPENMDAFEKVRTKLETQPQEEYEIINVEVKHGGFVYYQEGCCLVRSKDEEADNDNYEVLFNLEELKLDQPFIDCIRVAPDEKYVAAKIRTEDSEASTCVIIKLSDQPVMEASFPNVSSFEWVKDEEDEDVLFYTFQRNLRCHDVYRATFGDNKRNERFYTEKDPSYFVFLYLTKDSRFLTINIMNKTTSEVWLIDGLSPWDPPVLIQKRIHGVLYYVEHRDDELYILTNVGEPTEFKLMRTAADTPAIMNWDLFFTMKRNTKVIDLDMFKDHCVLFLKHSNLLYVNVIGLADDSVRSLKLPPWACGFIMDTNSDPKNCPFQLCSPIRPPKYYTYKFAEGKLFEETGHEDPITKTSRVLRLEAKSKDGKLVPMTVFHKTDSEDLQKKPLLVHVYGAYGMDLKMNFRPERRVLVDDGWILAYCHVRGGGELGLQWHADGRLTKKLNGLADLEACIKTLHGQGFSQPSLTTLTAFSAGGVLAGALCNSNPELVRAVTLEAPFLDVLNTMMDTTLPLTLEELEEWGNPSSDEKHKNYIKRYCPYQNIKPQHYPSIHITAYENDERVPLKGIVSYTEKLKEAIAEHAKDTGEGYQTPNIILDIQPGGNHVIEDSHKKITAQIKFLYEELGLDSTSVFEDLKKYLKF
Starred values were filed as active, the others as inactive; / = no result given. These rows are one share of the data (hit frequency here may not be typical).

| Compound | PREPL inhibitor | PAFAH1B3 inh | ZTA DNA inh | PAD4 inh | EBNA-1 inhibitor | LYPLA2 inh | PAFAH2 inh | GSTO1 inh | LYPLA1 inh |
| --- | --- | --- | --- | --- | --- | --- | --- | --- | --- |
| NS(=O)(=O)c1ccc(Nc2nc(-c3ccc(O)cc3O)cs2)cc1 | 17 | 24 | -1 | -3 | 8 | 0 | 11 | 8 | -9 |
| CCOC(=O)N1CCN(C(=O)CN(c2cc(Cl)ccc2OC)S(=O)(=O)c2ccccc2)CC1 | 8 | 2 | -29 | -4 | -21 | 3 | 5 | -5 | -1 |
| O=C(CCC(=O)c1cccs1)NCc1ccc(F)cc1 | -5 | -4 | -9 | 0 | -2 | -5 | -1 | 0 | -2 |
| O=C(COc1coc(CN2CCc3ccccc3C2)cc1=O)Nc1ccc(Cl)cc1 | 8 | 7 | -12 | -4 | -8 | -2 | 5 | -2 | 0 |
| CCN(C(=O)CSc1nc2ccc(Cl)cc2[nH]1)C1CCS(=O)(=O)C1 (configuration not stated) | 11 | 3 | / | 5 | / | / | -5 | / | / |
| O=C(NC1CCCCC1)C1CCN(c2ncccn2)CC1 | 4 | 7 | -13 | 0 | -7 | 1 | -10 | 9 | -4 |
| NC(=O)C1CCN(C(=O)c2ccc([N+](=O)[O-])cc2NC(=O)c2cccs2)CC1 | 4 | -3 | 5 | 2 | -15 | -3 | 11 | -7 | 0 |
| Cc1ccc2c(C)nc(N/C(N)=N/S(=O)(=O)c3ccccc3)nc2c1 | -3 | -37 | 0 | -5 | 22 | 0 | -37 | -3 | -10 |
| O=C(O)c1sccc1SCc1ccc(Cl)c(Cl)c1 | -3 | 1 | 5 | -6 | -17 | -2 | -7 | -10 | -3 |
| CC(=O)c1ccc(NC(=S)NCCc2ccc(S(N)(=O)=O)cc2)cc1 | 3 | 12 | 7 | -5 | 6 | 1 | -10 | 5 | -4 |
| COc1ccccc1/C=C/C=N/n1c(-c2ccc(F)cc2)n[nH]c1=S | -6 | / | 4 | 0 | 11 | 8 | / | 9 | 0 |
| COCc1cc(C)nc(SCc2nc3ccccc3c(=O)[nH]2)c1C#N | 22 | 3 | 16 | 2 | 2 | -3 | 8 | -14 | 1 |

Copied from the list.
In PREPL inhibitor, NC(=O)C1CCN(C(=O)c2ccc([N+](=O)[O-])cc2NC(=O)c2cccs2)CC1 reads 4
In GSTO1 inh, NS(=O)(=O)c1ccc(Nc2nc(-c3ccc(O)cc3O)cs2)cc1 reads 8

Continuation.
| Compound | PREPL inhibitor | PAFAH1B3 inh | ZTA DNA inh | PAD4 inh | EBNA-1 inhibitor | LYPLA2 inh | PAFAH2 inh | GSTO1 inh | LYPLA1 inh |
| --- | --- | --- | --- | --- | --- | --- | --- | --- | --- |
| COc1cc(OC)cc(-c2cc(N)n(S(=O)(=O)Cc3ccccc3)n2)c1 | 0 | -2 | 8 | 3 | 10 | -5 | 6 | -1 | -2 |
| CCN(CC)C(=O)CSc1nc2cc3c(cc2c(=O)n1CCCCCC(=O)NCc1ccc(OC)cc1)OCO3 | -14 | 4 | -4 | -3 | -8 | -2 | 5 | -12 | -4 |
| CC1C(=O)N2CCCc3cc(NS(=O)(=O)c4ccc([N+](=O)[O-])cc4)cc1c32 (configuration not stated) | -4 | -2 | -6 | -1 | -5 | -3 | 5 | 2 | -1 |
| COc1ccccc1N1CCN(C(=O)COc2cc(C)cc(C)c2)CC1 | 16 | 7 | 2 | -4 | 0 | 1 | 4 | -7 | -1 |
| O=C(CSc1nnc(-c2ccco2)n1-c1ccccc1)N1CCOCC1 | 7 | -1 | -8 | -1 | 1 | 0 | 2 | 4 | -1 |
| CCN(CC)c1nc(N2CCOCC2)c(C#N)c2c1CN(C)CC2 | 11 | 5 | 5 | -4 | 1 | 0 | 6 | -3 | 2 |
| O=C1CC(c2ccco2)=Nc2ccccc2N1 | -8 | 7 | -1 | 2 | -12 | 1 | 1 | 2 | -1 |
| COc1ccc(CN2CCN(C(=O)c3ccco3)CC2)cc1OCc1ccccc1 | 22 | 6 | -5 | -2 | 6 | 10 | 6 | -4 | 1 |
| CC(Sc1ccc2c(c1)OCCO2)C(=O)Nc1ccc(N2CCOCC2)cc1 (configuration not stated) | 3 | 9 | -14 | 4 | -7 | 1 | -1 | 7 | 1 |
| CC1(C)CC2CC(C)(CN2CC(O)COc2ccccc2)C1 (configuration not stated) | 2 | 3 | 8 | 5 | 5 | 4 | 4 | 0 | -1 |
| COC(=O)c1ccc(NC(=O)CSc2nnc(CNc3ccc(OC)cc3)n2C)cc1 | -3 | 12 | -1 | -7 | -2 | -5 | 8 | 7 | -3 |
| CCOc1ccc(C(=O)N(C)C2CCS(=O)(=O)C2)cc1 (configuration not stated) | 2 | 5 | 14 | 7 | -2 | -3 | 3 | 9 | 4 |
| CCOC(=O)C1=C(C)NC(=S)N(C(C)=O)C1c1ccccc1 (configuration not stated) | 4 | 8 | -19 | 0 | 0 | 6 | 1 | 1 | -1 |
| CC1(C(=O)OCC(=O)NC(=O)c2ccccc2)CC1(Cl)Cl (configuration not stated) | 8 | 0 | -11 | -7 | -20 | -4 | -5 | -10 | -2 |
| COc1cccc(CN2CC(C(=O)N3CCCCCC3)CCC2=O)c1 (configuration not stated) | 0 | 1 | 2 | 4 | 14 | 2 | 2 | 1 | -3 |
| C=CCSc1nc(=O)n2ccccc2n1 | 8 | 3 | -1 | -4 | 9 | 2 | 13 | 4 | 7 |
| O=C(O)CC[C@@H](C(=O)O)N1C(=O)c2ccccc2C1=O | 3 | -3 | -15 | -6 | 13 | -1 | 3 | 0 | -2 |
| CCN=C(NCC)SC1CC(=O)N(c2ccccc2)C1=O (configuration not stated) | -4 | 3 | -11 | -2 | 1 | 2 | 1 | 2 | 2 |
| C/C(=N\NC(=O)c1nnn(-c2nonc2N)c1-c1ccc2c(c1)OCO2)c1ccccc1 | 9 | 0 | -4 | -5 | -12 | 3 | -1 | 3 | -7 |
| C=CCSc1nnc(NC(=O)CSc2nc3ccccc3o2)s1 | -2 | 4 | 7 | -6 | 8 | 2 | -5 | 22 | -2 |
| CCC(CO)Oc1cc(NCc2cc(C)cc(C)c2)c2ncn(C(C)C)c2c1 (configuration not stated) | 22 | -1 | / | -7 | / | / | -4 | / | / |
| Cn1c(=O)c(=O)n(C)c2cc(S(=O)(=O)N3CCN(c4ccc(F)cc4)CC3)ccc21 | 3 | -1 | 7 | 1 | -5 | -3 | 4 | -3 | -3 |
| CCN(CC(=O)Nc1cccc(OC)c1)C(=O)c1ccco1 | 9 | 4 | -1 | -3 | -3 | 1 | -3 | 4 | 0 |
| CNS(=O)(=O)c1cccc(C(=O)OCC(=O)Nc2ccccc2OC(F)F)c1 | -1 | -4 | 6 | -1 | -10 | -1 | 20 | 9 | -2 |
| Cc1cc(C)nc(/N=C(/NC(=O)Nc2ccc(Cl)c(Cl)c2)Nc2ccccc2)n1 | 7 | / | 20 | -3 | -6 | 4 | / | -6 | 3 |
| COc1ccccc1-c1n[nH]c(=S)n1N | 2 | 8 | 9 | -2 | -7 | 1 | 2 | 2 | 0 |
| O=c1nccc(N/N=C/c2cccc(O)c2)[nH]1 | -8 | 5 | 8 | -2 | 6 | -2 | -2 | -5 | 3 |
| COCCN(C(=O)CSc1nnc(C)n1-c1ccc(C)cc1)c1c(N)n(Cc2ccccc2)c(=O)[nH]c1=O | -8 | 3 | -2 | 2 | -8 | 4 | 4 | 4 | 3 |
| O=C(CN1CCN(CC(=O)Nc2ccc(F)cc2)CC1)NCC1(N2CCOCC2)CCCCC1 | 18 | 2 | -17 | -5 | / | -5 | 3 | / | -2 |
| CCN(CC)C(=O)Oc1ccc2ccccc2c1Cl | -8 | -3 | -4 | 0 | 6 | -1 | 5 | 6 | -1 |
| COc1cc(NC(=O)c2cc(Cl)nnc2Cl)cc(OC)c1OC | 3 | 11 | -1 | -1 | 7 | -4 | -5 | 7 | 1 |
| CC(=O)Nc1ccc(OC(=O)c2cc3ccccc3oc2=O)cc1 | 7 | -2 | -9 | 2 | -2 | 2 | 2 | 3 | 1 |
| COc1ccccc1-n1nnnc1SCC(=O)N1CCCC1=O | 3 | -3 | -10 | -2 | -9 | -1 | 51* | 2 | 1 |
| CCOc1ccccc1NC(=O)c1cc(-c2ccccn2)nc2ccccc12 | 15 | 2 | -2 | 1 | / | 1 | 4 | / | 0 |
| COc1ccc(NC(=O)C(CCS(C)(=O)=O)N2C(=O)c3ccccc3C2=O)cc1 (configuration not stated) | 1 | 7 | 1 | 1 | -1 | 4 | -8 | 0 | -1 |
| CCN(CC)C(=O)CSc1nc2cc3c(cc2c(=O)n1Cc1ccco1)OCO3 | -1 | 12 | -9 | -1 | -1 | 4 | 2 | 11 | 1 |
| Oc1cccc2ccc(/C=C/c3cccs3)nc12 | 2 | 8 | -2 | 0 | 1 | 0 | 3 | 17 | 4 |
| COc1ccc(Cl)cc1S(=O)(=O)NCCCn1ccnc1 | 16 | 2 | 6 | -4 | -13 | -2 | -3 | -1 | -4 |
| Cc1cc(Cl)ccc1NC(=O)COC(=O)c1cc([N+](=O)[O-])ccc1N1CCOCC1 | 35 | 8 | -3 | 1 | -3 | 0 | 4 | -4 | -1 |
| COc1ccc(NC(=O)C(=O)Nc2cccc3cccnc23)c(OC)c1 | -9 | 0 | -5 | -2 | -12 | 1 | -1 | -2 | 0 |
| Cc1cc(-c2n[nH]c(=S)n2/N=C/c2c[nH]c3ccccc23)n[nH]1 | 15 | 8 | -4 | 10 | -5 | 5 | 8 | 3 | 5 |
| CS(=O)(=O)c1ccc(Cl)c(NC(=O)CSc2nc3ccccc3c(=O)n2Cc2ccco2)c1 | -3 | 3 | 7 | 2 | 1 | 4 | -12 | 10 | 2 |
| CC(=O)/C(=N\Nc1ccc(C)cc1)N1CCOCC1 | 1 | -7 | 3 | 2 | -3 | -1 | 1 | 8 | -3 |
| CCN1C(=O)C(CC(=O)Nc2ccccc2)S/C1=N\c1ccccn1 (configuration not stated) | 4 | 2 | -5 | 1 | -12 | 4 | 4 | 6 | -3 |
| Cc1onc(-c2ccccc2)c1C(N)=O | 2 | 1 | -12 | 0 | 3 | 12 | 0 | 12 | 5 |
| CCNC(=S)N(CCc1c(C)[nH]c2ccccc12)Cc1cc(OC)c(OC)c(OC)c1 | 11 | 5 | -5 | 2 | 2 | 1 | 4 | 6 | 1 |
| O=C(CSc1nccc(=O)[nH]1)c1cc2ccccc2o1 | 9 | 7 | 1 | -3 | 10 | 3 | -3 | 14 | 5 |
| O=C(c1ccccc1N1CCOCC1)N1CCCC(Nc2ccc(F)cc2)C1 (configuration not stated) | 24 | 0 | -15 | 0 | 4 | 4 | -2 | 7 | 0 |
| Oc1[nH]c2ccc(Br)cc2c1N=Nc1ccc(F)cc1 | 17 | -2 | 10 | 1 | 2 | 4 | 10 | 3 | -2 |
| Cc1ccc(/C=C/C(=O)Nc2ccc(N(C)C)cc2)o1 | 48* | -3 | 5 | 2 | -8 | -3 | 0 | 4 | -1 |
| Cc1ccc(SCC(=O)Nc2ccc(F)cc2[N+](=O)[O-])cc1C | 9 | -1 | 0 | 2 | 11 | 11 | 6 | 0 | 0 |
| COc1ccc(Br)c2oc(SC)cc(=O)c12 | 7 | -9 | -2 | -5 | -1 | 2 | 6 | 7 | -2 |

Source: PubChem
